PPARg SRC2 recr: PPARgamma-driven SRC-2 recruitment agonism; activation, % at 8 µM; AID 1032; actives 0.34% (n = 200,000); PPARgamma LBD-SRC-2 recruitment, biochemical; in the data active = activation above about 22%;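 note: 0% = vehicle and 100% = reference agonist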
Target sequence (P37231 whole entry, looked up, the tested form may be a part): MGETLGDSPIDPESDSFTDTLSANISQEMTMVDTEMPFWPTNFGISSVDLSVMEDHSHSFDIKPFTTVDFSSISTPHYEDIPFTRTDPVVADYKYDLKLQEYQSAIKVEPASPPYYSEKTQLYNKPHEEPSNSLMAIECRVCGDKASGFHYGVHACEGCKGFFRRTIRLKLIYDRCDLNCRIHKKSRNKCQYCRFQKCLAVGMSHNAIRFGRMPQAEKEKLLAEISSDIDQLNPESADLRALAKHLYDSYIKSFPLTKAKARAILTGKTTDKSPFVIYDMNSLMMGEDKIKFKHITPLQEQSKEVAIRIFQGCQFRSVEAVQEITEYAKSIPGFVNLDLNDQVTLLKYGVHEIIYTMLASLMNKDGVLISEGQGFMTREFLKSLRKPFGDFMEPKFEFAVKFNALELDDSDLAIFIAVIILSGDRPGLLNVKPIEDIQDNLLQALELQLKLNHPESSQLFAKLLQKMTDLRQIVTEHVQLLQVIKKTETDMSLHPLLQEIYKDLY
PPARg SRC1 recr: agonists of human PPARgamma SRC-1 coactivator recruitment | activation, % at 8 µM | AID 631 | PPARgamma-SRC-1 coactivator recruitment biochemical assay | actives 0.41% (n = 200,000) | P37231; in the data active = activation above about 19%;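 note: 0% = DMSO and 100% = reference agonist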
HMGR II inh: blocks class II HMG-CoA reductase of Enterococcus faecalis. actives 0.41% (n = 190,000). AID 1066. inhibition, % at 10 µM. purified E. faecalis HMGR, NADPH absorbance 340 nm kinetic;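 active = inhibition above a set limit, the median over all tested compounds plus 3 SD, cut at about 9.5% in these data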;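 note: enzyme runs in reverse so mevalonate oxidation gives rising NADPH absorbance; 0% = complete reaction with DMSO and 100% = background rate lacking mevalonate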
RAM network inh: inhibitors of the yeast RAM network. inhibition, % at 50 µM. actives 1.8% (n = 190,000). S. cerevisiae dse1pr::URA3 reporter, 5-FOA growth OD615, 2 d; analog-sensitive cbk1-as2 kinase mutant strain;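 active = inhibition above a set limit, 3 SD over mean compound inhibition, cut at about 8.4% in these data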;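 note: 0% = DMSO-only wells with no growth and 100% = 10 µM 1-NA-PP1 full growth; inhibition rescues growth on 5-FOA so higher OD means more RAM inhibition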
PPARg SRC-3 ag: PPARgamma-driven SRC-3 recruitment agonism; biochemical PPARgamma/SRC-3 coactivator recruitment assay; activation, % at 8 µM; AID 731; P37231; actives 0.26% (n = 200,000); in the data active = activation above about 23%;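 note: 0% = DMSO and 100% = reference agonist; some compounds past the cut are filed as inactive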
SRC2 TRFRET art: flags TR-FRET format artefacts in PPARgamma SRC-2 recruitment agonist screen | TR-FRET ratio at 8 µM | actives 0.4% (n = 200,000) | TR-FRET artefact counter-screen; stronger effect = higher value; in the data active = TR-FRET ratio above about 2000; note: inactives centre near 1500; reference of the scale not given here
ROMK primary: human ROMK K+ channel modulation, primary screen; Tet-inducible ROMK, thallium flux fluorescence; actives lie on both sides; B-score at 10 µM; actives 2% (n = 130,000); AID 1918;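 active = signal ratio slope over the read window, or its plate-corrected B-score, at least 3 SD from the plate mean, either direction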;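 note: B-score of the F/F0 ratio slope over 7 to 12 s after thallium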
Target sequence (P48048 whole entry, looked up): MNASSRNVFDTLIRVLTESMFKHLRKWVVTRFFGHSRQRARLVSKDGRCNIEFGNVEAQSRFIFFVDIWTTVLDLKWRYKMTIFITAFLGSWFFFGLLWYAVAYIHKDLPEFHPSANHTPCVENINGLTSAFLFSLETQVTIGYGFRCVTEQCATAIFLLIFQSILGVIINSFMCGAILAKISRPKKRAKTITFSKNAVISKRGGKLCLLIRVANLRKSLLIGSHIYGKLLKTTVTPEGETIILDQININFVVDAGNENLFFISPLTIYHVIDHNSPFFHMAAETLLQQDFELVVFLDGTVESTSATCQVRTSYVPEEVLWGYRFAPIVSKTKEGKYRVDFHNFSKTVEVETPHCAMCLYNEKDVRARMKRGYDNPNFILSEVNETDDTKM
DTT redox prof: compounds producing H2O2 with reducing agent – biochemical, NIH compound library profiling, artefact control for MLSCN library redox annotation, primary screen; activation, % at 10 µM; DTT-dependent redox cycling H2O2, phenol red/HRP absorbance; 100% = 100 µM peroxide control, 0% = buffer; actives 0.03% (n = 200,000); AID 878;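 active = activation of at least 50% relative to the plate's high and low controls in the primary single-dose screen; inactive = activation below 50%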;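 note: compound incubated with DTT at 0.8 mM final as the reducing agent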
L major viab: inhibitors of Leishmania major promastigote growth | Leishmania major promastigotes, resazurin fluorescence viability | inhibition, % at 10 µM | actives 9% (n = 200,000); in the data active = inhibition above about 50%;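 note: promastigotes grown with compound for 44 hours at 28 °C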
S1P3 antag: S1P3 (human) receptor antagonism; inhibition, % at 4.98 µM; AID 485; Q99500; CHO S1P3 NFAT-BLA reporter, FRET fluorescence, antagonist mode; actives 0.27% (n = 170,000);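 active = inhibition above the plate cutoff, the mean inhibition of test wells on that plate plus 3 SD, cut at about 28% in these data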;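 note: cells challenged with S1P at its EC80 of 0.8 µM; blue over green emission ratio from cleaved BLA substrate after 4 h stimulation; 0% = S1P-stimulated wells and 100% = unstimulated DMSO-only wells; some compounds past the cut are filed as inactive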
bIAP inhibitor: blocks bovine intestinal alkaline phosphatase activity | purified bovine IAP, CDP-star luminescence, 30 min | inhibition, % at 20 µM | 190,000 tested, under 10 active | AID 1019;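 active = over 50% inhibition of intestinal alkaline phosphatase at 20 µM in the single-dose screen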
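Assay system – bovine IAP enzyme · Quantity – bovine IAP at 1/65,000,000 final dilution · Detection – CDP-star luminescence signal · Times – 30 min reaction at room temperature · Also added – CDP-star substrate at 30 µM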
Active calls of the source: *; . = not tested or not shown. Hits appear at their usual frequency, and some 13% of all compounds hit somewhere here.

SMILES	PPARg SRC2 recr	PPARg SRC1 recr	HMGR II inh	RAM network inh	PPARg SRC-3 ag	SRC2 TRFRET art	ROMK primary	DTT redox prof	L major viab	S1P3 antag	bIAP inhibitor
CCOC(=O)C(NS(=O)(=O)c1ccccc1)(C(F)(F)F)P(=O)(OCC(C)C)OCC(C)C (centres undefined)	6	5	-3	1.2	3	1596	-0.01	2.5	-13	.	7
Cc1ccc(-n2c(O)c(C=NCc3ccccn3)c3ccccc3c2=O)cc1	7	11	-4	0.1	0	1546	0.005	-0.2	4	7	-2
O=C(O)c1cccc2c1C(=O)N(CC1CCCO1)C2 (centres undefined)	1	3	-4	0.2	1	1702	-0.065	-0.9	-6	-10	-16
COc1cccc(/C=N/Nc2ncc(C(F)(F)F)cc2Cl)c1O	6	10	-3	0.8	3	1517	-0.25	-0.1	28	-2	7
CCOC(=O)/C(C#N)=C\c1ccc(OC)c(OC)c1	7	-1	-1	2.7	2	1360	0.045	0.3	-4	-22	-7
CCOC(=O)c1ccc(N2C(=O)c3n[nH]c(-c4ccco4)c3C2c2ccc([N+](=O)[O-])cc2)cc1 (centres undefined)	3	2	-6	5.7	8	1680	0.13	-0.2	98*	12	5
NS(=O)(=O)c1ccc(CNC(=S)Nc2ccc(Cl)c(Cl)c2)cc1	0	3	-3	2.1	3	1389	-1.1	-1.8	17	6	2
CCOC(=O)c1c(N)sc2c(OC)c(Br)ccc12	6	6	-7	2.5	5	1732	-0.53	-0.6	-2	13	16
O=C1NC(=O)/C(=C\c2ccccc2OCc2cccc([N+](=O)[O-])c2)N1	-9	-4	1	0.9	1	1555	.	0.5	57*	-14	1
CC(C)n1cc(-c2ccc(Cl)cc2)cc(C#N)c1=O	0	1	1	2.2	-3	1393	-0.28	0.2	-8	.	29
O=C1NCCN1Cc1ccc(Cl)cc1	0	-2	3	-0.9	2	1595	0.73	-1.4	-6	-3	-4
O=C(Nc1cccc(-c2cn3ccsc3n2)c1)c1ccccc1	11	7	-2	2.0	15	1586	-0.16	-2.9	14	15	0
CC(C)[C@@H](C(=O)OCC(=O)Nc1ccc2c(c1)OCO2)N1C(=O)c2ccccc2C1=O	9	10	-4	2.0	3	1554	-1.2	0.8	82*	.	4
Cc1ccc(CNC(=O)c2cc3c(-c4ccc(Cl)cc4)nn(C)c3s2)o1	1	1	-2	2.7	3	1507	.	-0.9	15	-3	7
C=CCC(C)(NCc1ccccc1)c1ccco1 (centres undefined)	13	10	-4	1.9	12	1409	.	1.1	0	.	3
Cc1cc(C)c(S(C)(=O)=O)c(Oc2ccc(F)cc2)n1	4	6	10*	1.1	7	1638	-0.24	-7.3	-4	.	-6
O=C1CCCc2nc(NCc3ccco3)ncc21	-1	-5	-7	1.3	-19	1339	-0.45	3.8	-3	3	16
CCOc1ncccc1C(=O)Nc1ccc(S(=O)(=O)N2CCCC2)cc1	3	-4	0	3.1	3	1657	0.66	-0.1	-7	-10	0
CCCC(=O)c1c[nH]c(C(=O)NCCc2ccccn2)c1	5	0	-3	1.1	-3	1468	.	-2.5	-4	.	-4
CC1(C(=O)N/N=C/c2ccccc2)CC1(Br)Br (centres undefined)	-1	5	-3	1.2	2	1500	-0.034	10.0	-2	-2	-1
C/C(Cn1nnc([N+](=O)[O-])n1)=N\NC(=O)c1ccccc1Cl	-1	1	-6	0.0	0	1551	-0.66	-4.8	18	.	6
O=C(COc1ccc(Cl)cc1)Nc1nnc(-c2ccc3c(c2)CCCC3)o1	9	4	-8	1.9	13	1840	.	-2.0	-3	8	31
CCc1nc(SCC(=O)Nc2nnc(CC(C)C)s2)n[nH]1	9	0	-3	0.7	4	1721	-0.011	-0.2	-4	-18	-27
C[C@@]12CC(=O)NC1N(C(=O)c1cccc(C(F)(F)F)c1)C(c1ccccc1O)C2 (some centres undefined)	3	6	-2	0.9	4	1723	0.95	-0.1	-4	.	6
N#Cc1c(NC(=O)CSc2nnnn2C2CCCCC2)sc2c1CCCC2	-7	-5	-2	0.7	-8	1382	.	-0.1	42	16	8
C=CCn1c(COc2ccc(F)cc2)nnc1SCC(=O)NC(=O)NCc1ccco1	2	6	0	1.4	6	1595	-0.71	-1.6	-8	5	6
Cc1ccc(S(=O)(=O)NCc2ccco2)cc1C	4	-1	1	-0.4	-4	1316	-0.62	0.0	-7	-18	24
CCCCN1C(=O)CC(N2CCOCC2)C1=O (centres undefined)	4	4	1	0.3	7	1587	.	-1.9	2	.	1
CC(C)(C)c1ccc(-c2nnc(SCC(=O)Nc3sc4c(c3C#N)CCCC4)o2)cc1	-8	-5	-4	1.3	-4	1372	0.48	0.4	50	-6	3
O=C(C(Cc1ccccc1)n1cccc1)N1CCN(c2cccc(Cl)c2)CC1 (centres undefined)	-1	-6	1	8.7*	4	1728	.	-1.0	3	.	17

Three structures already listed, ordered by formula weight, ascending:
SMILES	PPARg SRC2 recr	PPARg SRC1 recr	HMGR II inh	RAM network inh	PPARg SRC-3 ag	SRC2 TRFRET art	ROMK primary	DTT redox prof	L major viab	S1P3 antag	bIAP inhibitor
CCCCN1C(=O)CC(N2CCOCC2)C1=O (centres undefined)	4	4	1	0.3	7	1587	.	-1.9	2	.	1
O=C(C(Cc1ccccc1)n1cccc1)N1CCN(c2cccc(Cl)c2)CC1 (centres undefined)	-1	-6	1	8.7*	4	1728	.	-1.0	3	.	17
C=CCn1c(COc2ccc(F)cc2)nnc1SCC(=O)NC(=O)NCc1ccco1	2	6	0	1.4	6	1595	-0.71	-1.6	-8	5	6

Back to the main list, starting 6 compounds before the break.
SMILES	PPARg SRC2 recr	PPARg SRC1 recr	HMGR II inh	RAM network inh	PPARg SRC-3 ag	SRC2 TRFRET art	ROMK primary	DTT redox prof	L major viab	S1P3 antag	bIAP inhibitor
N#Cc1c(NC(=O)CSc2nnnn2C2CCCCC2)sc2c1CCCC2	-7	-5	-2	0.7	-8	1382	.	-0.1	42	16	8
C=CCn1c(COc2ccc(F)cc2)nnc1SCC(=O)NC(=O)NCc1ccco1	2	6	0	1.4	6	1595	-0.71	-1.6	-8	5	6
Cc1ccc(S(=O)(=O)NCc2ccco2)cc1C	4	-1	1	-0.4	-4	1316	-0.62	0.0	-7	-18	24
CCCCN1C(=O)CC(N2CCOCC2)C1=O (centres undefined)	4	4	1	0.3	7	1587	.	-1.9	2	.	1
CC(C)(C)c1ccc(-c2nnc(SCC(=O)Nc3sc4c(c3C#N)CCCC4)o2)cc1	-8	-5	-4	1.3	-4	1372	0.48	0.4	50	-6	3
O=C(C(Cc1ccccc1)n1cccc1)N1CCN(c2cccc(Cl)c2)CC1 (centres undefined)	-1	-6	1	8.7*	4	1728	.	-1.0	3	.	17
O=C(Cn1cc(C(F)(F)F)ccc1=O)Nc1ccc(N2CCOCC2)cc1	1	10	-3	0.6	-1	1678	-0.35	0.4	2	-13	-2
CCOC(=O)c1c(N)ssc1=S	5	7	0	0.6	8	1537	.	-0.9	2	1	48
O=C(NNC1=NC2(CCCC2)Cc2ccccc21)c1cccnc1	3	-14	-2	1.4	-2	1469	.	-0.8	10	-13	-8
Cc1ccc(S(=O)(=O)Nc2c(C)[nH]c(=O)[nH]c2=O)cc1C	-7	2	-8	-0.5	-5	1548	-0.05	-0.3	-5	1	-1
CC(C)N(Cc1nc(-c2ccc(Cl)cc2)no1)C(=O)c1cccs1	6	3	-1	6.6	-9	1420	.	-0.8	0	30	6
O=C1C2C3C=CC([C@@H]2C(=O)N1c1nccs1)C31CC1 (some centres undefined)	3	2	-3	2.8	11	1600	.	1.5	-4	10	49
Cc1cc(C)cc(C(=O)N2CCN(c3ccccn3)CC2)c1	10	3	-3	0.1	5	1494	0.67	-0.6	-4	1	-7
O=C(/C=C/c1cccs1)Nc1nccs1	3	2	4	-0.6	1	1394	-0.38	-0.4	0	0	-5
CSc1ccc(C#N)cc1NC(=O)c1ccc(Cl)cc1Cl	15	-3	-4	2.1	7	1630	.	-2.6	-5	.	8
Cc1nc2nc(N)nn2c(C)c1C/C=C/c1ccccc1	6	1	0	1.7	3	1840	-1.2	-1.6	-14	-8	-4
O=C(NC1CCCCC1)c1cccc(S(=O)(=O)N2CCOCC2)c1	-2	-2	0	1.5	3	1331	-0.56	-0.2	6	.	6
COc1ccccc1Cc1noc(COc2cccc(C)c2C)n1	13	5	-2	0.1	0	1654	0.45	-0.2	-7	12	11
Cc1cc(Cl)ccc1Nc1ncccc1C(N)=O	10	5	0	0.4	0	1515	.	0.1	-6	24	-9
COC(=O)c1ccc(CSc2nc3c(c(=O)n2-c2ccc(Br)cc2)SCC3)o1	6	1	-5	6.6	4	1482	-1.4	1.0	98*	.	8
CC(C)(C)c1cc[n+](/C(C(=S)Nc2ccccc2F)=C(/[O-])c2ccc3c(c2)OCCO3)cc1	6	7	-2	1.6	3	1596	0.23	-1.4	1	-6	-17
COc1ccc(-n2c(CN3CCC(C(N)=O)CC3)nc3ccc([N+](=O)[O-])cc3c2=O)c(OC)c1	12	-5	-2	-0.7	1	1514	0.033	-0.9	15	14	-14
CCC(=O)c1cc2c(cc1NC(=O)c1cccs1)OCCO2	-10	1	-1	3.8	-6	1490	1.2	-0.3	4	-11	8
COC(=O)Nc1snnc1C	3	-2	-6	2.2	-6	1500	.	-4.2	-4	.	-2
COc1cc(C)ccc1OCCOCCOc1cccc2ccc(C)nc12	-3	-3	-4	-0.5	-7	1435	1.5	-0.6	8	-6	-8
COc1ccc(NC(=O)C(=O)N2N=C(C(C)C)CC2(O)C(F)(F)F)cc1 (centres undefined)	-3	-7	-2	-0.3	0	1651	.	2.2	-6	.	4
O=S(=O)(c1cccs1)N1CCCc2ccccc21	2	6	-4	0.8	12	1471	.	-0.2	15	-24	.
COCCNC(=O)c1ccc2c(c1)CCN2S(C)(=O)=O	7	-4	-2	-0.1	-1	1507	1.6	-0.7	-2	-2	3
COc1ccccc1CNC(=O)CSCc1cnn(-c2ccccc2)c1-n1cccc1	2	-6	-1	6.1	-8	1402	.	-13	-4	.	-258
CCCC(=O)NC(c1ccco1)c1c(O)ccc2ccccc12 (centres undefined)	-1	10	-3	0.6	-8	1605	.	4.2	57*	.	8
COc1ccc(-n2cc(-c3ccc(Br)cc3)[nH]c2=S)cc1	-8	10	-8	9.6*	4	1580	0.18	0.0	5	-17	1
COc1cc(C(=O)Nc2ccc(S(=O)(=O)Nc3nccc(C)n3)cc2)cc(OC)c1OC	-4	-5	0	1.1	-6	1447	.	3.4	-1	.	6
CCN(c1ccccc1)S(=O)(=O)c1ccc(Cl)c(C(=O)NCCc2ccc(OC)cc2)c1	3	8	-2	12*	5	1726	.	-0.7	89*	-9	-7

Bioassay records deposited in PubChem BioAssay by several laboratories.
